Screening data from PubChem BioAssay.
MEP2 TOR yeast – yeast TOR pathway MEP2-GFP modulation; S. cerevisiae MEP2-GFP strain, flow cytometry GFP, 3 h; 100% = DMSO control level; GFP response vs DMSO, % at 10 µM; actives 0.51% (n = 330,000); AID 2016;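 active = GFP response versus DMSO above a set limit, roughly screen mean plus 3 SD, cut at about 180% in these data; inconclusive = fewer than 70 cells counted for a yeast strain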;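 note: median GFP fluorescence of the barcode-gated MEP2-GFP cells per well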
AHR act – activators of human aryl hydrocarbon receptor | P35869 | AHR-responsive luciferase reporter cells, luminescence | activation, % at 5 µM | actives 2.5% (n = 320,000) | AID 2796; in the data active = activation above about 47%;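 note: 0% = vehicle wells and 100% = reference agonist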
procasp3 activ – activators of human procaspase-3; P42574; recombinant procaspase-3 D3A, Ac-DEVD-pNA absorbance 405 nm; activation, % at 8.5 µM; actives 0.11% (n = 330,000);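 active = activation above the mean of all tested compounds plus 3 SD, cut at about 21% in these data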;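 note: 0% = DMSO alone and 100% = DMSO wells spiked with extra 5 µM PC-3 D3A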
Target sequence (P42574 whole entry D9A/D28A/D175A): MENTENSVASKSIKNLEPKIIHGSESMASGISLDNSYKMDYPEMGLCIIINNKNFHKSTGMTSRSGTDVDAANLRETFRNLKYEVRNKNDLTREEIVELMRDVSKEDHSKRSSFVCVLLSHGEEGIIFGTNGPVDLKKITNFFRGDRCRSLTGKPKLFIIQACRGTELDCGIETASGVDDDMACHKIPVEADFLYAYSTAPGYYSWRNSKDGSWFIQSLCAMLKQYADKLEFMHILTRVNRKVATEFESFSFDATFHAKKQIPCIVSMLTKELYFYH
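Assay system: Procaspase-3 D3A mutant, all three cleavage aspartates alanine. Buffer or medium: Zinc-free HEPES saline buffer with Triton X-100. Times: 1 h compound preincubation, 2 h substrate hydrolysis at 25 °C. Measured by: 405 nm absorbance of p-nitroaniline, reads at 0 and 120 min. Read-out basis: percent activation relative to control range. Replicates: singlicate.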
LAP4-GFP MLPCN – yeast TOR pathway LAP4-GFP modulation; S. cerevisiae LAP4-GFP multiplex, flow cytometry GFP, 3 h; median GFP as percent of DMSO wells; GFP response vs DMSO, % at 10 µM; actives 0.34% (n = 320,000); AID 2023;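 active = GFP response vs DMSO above a set limit, about the screen mean plus 3 SD, cut at about 150% in these data; inconclusive = under 70 cell events counted for the yeast strain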
Yeast superoxide – lowers age-related superoxide in aged yeast cells | S. cerevisiae aged cells, superoxide DHE fluorescence; stronger effect = lower value | superoxide response (% of plate mean), % at 10 µM | actives 0.18% (n = 330,000) | AID 2690;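 active = superoxide response under a set limit, about three screen SD below normal, cut at about 65% in these data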;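 note: yeast aged for seven days with compound at 30 °C before DHE staining; 100% = average MFI of all compound-treated wells on the plate with controls excluded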
GASC-1 inh – blocks human GASC-1 demethylase activity | Q9H3R0 | actives 0.069% (n = 330,000) | AID 2099 | inhibition, % at 2.35 µM | GST-JMJD2C(1-420) H3K9me3 demethylation, DELFIA europium;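 active = more than half of a compound's replicate wells show inhibition beyond 50%, single wells judged on their own value; inconclusive = some, but no more than half, of replicates pass 50% inhibition; inactive = no replicate passes 50% inhibition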;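 note: signal counts dimethyl H3K9 product captured on neutravidin plate; 0% = median of DMSO wells and 100% = 0.3 times that DMSO median; strong numbers were not always called active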
Target sequence (Q9H3R0 1-420 limits assumed): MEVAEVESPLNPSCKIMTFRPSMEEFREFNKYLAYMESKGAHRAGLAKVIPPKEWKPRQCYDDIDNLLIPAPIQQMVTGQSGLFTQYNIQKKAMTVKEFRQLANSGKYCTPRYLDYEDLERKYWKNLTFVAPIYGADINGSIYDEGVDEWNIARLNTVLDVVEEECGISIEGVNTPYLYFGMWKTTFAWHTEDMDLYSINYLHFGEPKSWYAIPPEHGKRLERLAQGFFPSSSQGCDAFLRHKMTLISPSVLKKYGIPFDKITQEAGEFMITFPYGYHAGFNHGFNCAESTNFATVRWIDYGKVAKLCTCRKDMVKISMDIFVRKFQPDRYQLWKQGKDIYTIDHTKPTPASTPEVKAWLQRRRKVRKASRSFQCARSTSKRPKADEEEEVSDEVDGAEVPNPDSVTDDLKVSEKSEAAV
RPL19A TOR yeast – modulators of TOR pathway RPL19A-GFP in S. cerevisiae; S. cerevisiae RPL19A-GFP strain, flow cytometry, 3 h; stronger effect = lower value; percent response vs DMSO, % at 10 µM; actives 0.3% (n = 330,000); AID 2025;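 active = percent response vs DMSO below 50%; inconclusive = fewer than 70 events counted for the yeast strain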;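 note: median channel GFP fluorescence of the barcoded RPL19A-GFP strain; ratio of sample median GFP to plate DMSO average so 100% = DMSO; lower means less RPL19A-GFP as with rapamycin TOR inhibition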
proCasp7 act – activates human procaspase-7, counter-screen for procaspase-3 activators; activation, % at 8.5 µM; actives 0.093% (n = 330,000); recombinant procaspase-7, Ac-DEVD-pNA absorbance 405 nm; D23A/D198A/D206A triple mutant, cannot self-cleave; scale: DMSO 0, 5 µM enzyme 100; AID 463210; P55210;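 active = percent activation above the screen-wide mean plus 3 SD, cut at about 25% in these data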
Target sequence (P55210 whole entry D23A/D198A/D206A): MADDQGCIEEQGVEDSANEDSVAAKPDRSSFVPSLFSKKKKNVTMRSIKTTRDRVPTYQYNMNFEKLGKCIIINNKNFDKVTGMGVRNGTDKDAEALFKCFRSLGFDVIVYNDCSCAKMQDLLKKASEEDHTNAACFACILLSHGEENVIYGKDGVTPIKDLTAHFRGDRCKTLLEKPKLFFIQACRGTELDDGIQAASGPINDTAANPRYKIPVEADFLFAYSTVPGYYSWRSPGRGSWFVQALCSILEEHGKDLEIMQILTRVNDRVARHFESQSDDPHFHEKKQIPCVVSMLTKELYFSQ
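Replicates: singlicate. Assay system: Procaspase-7 triple mutant (PC-7 D3A). Signal: 405 nm absorbance of p-nitroaniline. Times: 1 h preincubation, 2 h reaction. Buffer or medium: Zinc-free HEPES pH 7.4 with 300 mM NaCl, 0.01% Triton X-100. Also added: DEVD-pNA substrate. Benchmarks: DMSO wells as 0%, DMSO with 5 µM added PC-7 as 100%.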
* hit, by the source's call; i = inactive; ? = inconclusive; / = not tested or not shown; [ ] = dose if it differs, or a comment.

SMILES	MEP2 TOR yeast	AHR act	procasp3 activ	LAP4-GFP MLPCN	Yeast superoxide	GASC-1 inh	RPL19A TOR yeast	proCasp7 act
OCCN(Cc1ccccc1)CC(O)COc1ccc(-c2ccccc2)cc1 (stereo not drawn)	110	4	4	92	98	-7	98	16
O=C(CNC(=S)N(Cc1ccccc1F)C1CCCCC1)NCCCN1CCOCC1	317*[may fluoresce violet]	-1	-3	86[may fluoresce violet]	123	/	56[may fluoresce violet]	-3
CS(=O)(=O)N(CC(=O)N1CCOCC1)Cc1ccccc1	104	-1	6	92	102	-3	97	2
O=C(NC1=NCCS1)c1ccccc1Cl	96	-1	-5	95	103	8	101	-3
O=C(c1ccc(S(=O)(=O)Cc2ccccc2Cl)c([N+](=O)[O-])c1)N1CCN(c2ccccn2)CC1	107	-1	-1	110	103	1	111	4
COC(=O)c1cc(-c2ccc(Br)cc2)n[nH]1	102	6	-2	99	104	29	96	2
COc1ccc(C2=NN(C(=O)c3ccco3)C(c3cc4ccccc4nc3Cl)C2)cc1 (stereo not drawn)	105	5	5	108	106	18	101	-2
COC(=O)CCCC1=CC2=C(c3ccccc3)C(=O)C(C)(OC(=O)C3CCCC3)C(=O)C2=CN1Cc1ccc2c(c1)OCO2 (stereo not drawn)	91	3	0	108	107	-4	106	-6
Cc1cc(Cl)c2oc(C(=O)N(C)C(C)c3ccccn3)c(C)c2c1 (stereo not drawn)	95	9	7	105	104	4	98	-3
N#CCC(=N)N1CCN(c2cccc(Cl)c2)CC1	104	-3	0	105	91	7	101	2
Cc1ccc(S(=O)(=O)NCC(c2cccnc2)N2CCN(Cc3ccccc3)CC2)cc1 (stereo not drawn)	88	8	0	86	95	1	102	-5
CCN(CC(=O)N1CCCC1)S(=O)(=O)c1ccc(OC)cc1	113	/	/	99	101	-11	100	/
CN(c1ccccc1)c1nc(N)c([N+](=O)[O-])c(NCc2ccccc2)n1	100	0	3	116	97	-1	95	7
O=C(C1CC1)N1CCc2cc(Br)cc(S(=O)(=O)NCc3ccc4c(c3)OCO4)c21	98	3	2	98	101	-11	98	0
Cc1ccc(N2CCN(S(=O)(=O)N(C)C)CC2)c(C)c1	114	-4	7	114	74	0	94	-3
Cc1ccc(S(=O)(=O)c2cn(CC(=O)Nc3ccccc3)c3ccc(F)cc3c2=O)cc1	107	0	-2	91	106	-5	96	-1
Cc1cccc([N+](=O)[O-])c1C(=O)O	99	0	2	104	98	1	101	10
CCCNS(=O)(=O)c1ccc(CCC(=O)NCCc2ccc(OC)c(OC)c2)cc1	98	0	2	96	97	5	95	1
O=C(Nc1cccc(S(=O)(=O)NC2=NCCC2)c1)c1ccc(=O)[nH]c1	97	-1	2	93	101	-2	94	1
CCOC(=O)NC(=O)C(=CNc1ccccc1C)C(=O)NC(=O)OCC	100	-2	8	91	92	-2	102	8
O=C(NC(c1ccccc1)c1ccccc1)c1cccc(S(=O)(=O)NCc2ccccc2)c1	102	0	0	100	102	3	103	10
CC1NC(=S)N(C2CCCCC2)C1=O (stereo not drawn)	93	2	0	102	107	13	97	3
CCCCCCSc1ccc([C@H]2N[C@@](C)(C(=O)OC)[C@H]3C(=O)N(CC)C(=O)[C@@H]23)cc1	94	1	-1	129	110	-19	99	7
COc1ccc(NC2CCCN(C(=O)c3csc(C(C)C)n3)C2)cc1OC (stereo not drawn)	105	2	-23	92	100	-5	126	-27
C/C=C(/C)C(=O)Nc1cccc(C2=NOC3(C2)C[C@@H](C(N)=O)N(C(=O)c2ccc(OC)cc2)C3)c1 (stereo partly drawn)	102	5	7	125	101	13	97	6

Carrying on:
SMILES	MEP2 TOR yeast	AHR act	procasp3 activ	LAP4-GFP MLPCN	Yeast superoxide	GASC-1 inh	RPL19A TOR yeast	proCasp7 act
ON/C=N/C(=S)Nc1ncc(C(F)(F)F)cc1Cl	102	9	-6	101	102	1	100	2
CC1CC(=O)Nc2ccccc2N1C(=O)CN1C(=O)C(=O)N(C)C1=O (stereo not drawn)	105	1	-3	102	91	3	98	-2
O=C(C1=C(O)C(=O)N(CCc2ccccc2)C1c1cccs1)c1ccco1 (stereo not drawn)	99	3	-14	91	100	3	105	-66
COC(=O)C1=C(C)N(Cc2ccco2)C(=O)/C1=C\c1ccc(N(C)C)cc1	102	1	3	92	102	0	98	2
COc1ccc(-c2cc(=O)c3cc(OC)ccc3o2)cc1	102	1	8	109	135	1	99	6
Fc1ccc2cc(-c3cccnc3)ncc2c1	95	17	-3	98	105	26	93	2
O=C1c2ccccc2C(=O)N1CC(O)COc1ccc(Cl)cc1 (stereo not drawn)	102	-2	-2	109	99	-14	96	3
CCCCOc1nc2ccccc2nc1C(C#N)C(=O)NC1CCCCC1 (stereo not drawn)	105	43	-2	104	88	-7	/	-17
O=C(CCCCCn1nnc2ccccc2c1=O)N[C@H](C(=O)O)c1ccccc1	99	1	5	116	94	-1	96	2
COc1ccc(OCc2nnc(SCC(=O)Nc3cccc(Cl)c3)o2)cc1	129	3	4	112	106	i	103	4
Cc1c(Cl)cccc1NC(=O)Cn1cnc(S(=O)(=O)N2CCCC2)c1	102	-1	-5	104	100	8	101	3
CC(=O)/C(=N\Nc1cccc(Cl)c1)Sc1cccc2cccnc12	105	15	4	96	100	-6	100	2
CCN(CC)S(=O)(=O)c1cc(C(=O)NC2=NCCS2)ccc1Cl	98	10	-4	101	102	5	100	1
CC1=CC(C)(C)N=C(NC#N)N1	104	-1	3	104	104	5	103	4
Cc1ccc(-c2nnn(CC(=O)O)n2)cc1	101	-1	-1	93	90	9	95	7
CN1CCN(CCC(=O)Nc2ccccc2Cl)CC1	92	2	-2	97	84	23	93	11
COc1cccc(C(=O)N(Cc2cccs2)C2CCS(=O)(=O)C2)c1 (stereo not drawn)	92	-1	1	101	103	-3	98	4
COc1ccc(NC(=O)CN(c2cccc(F)c2)S(C)(=O)=O)cc1OC	100	1	-4	101	99	1	98	1
CCOc1ccc(NS(=O)(=O)c2ccc3c(c2)N(C(C)=O)CCS3)cc1	102	7	-8	102	124	1	98	-4
O=C(CN1CCN(c2ccccc2F)CC1)c1ccc(O)c(O)c1	108	/	/	97	89	3	101	/
CCCOc1ccc(N2C(=O)C3ON(c4ccccc4)C(c4ccc(O)c(OC)c4)C3C2=O)cc1 (stereo not drawn)	110	-1	-6	96	98	8	111	-4
CCN1CCN(C(=O)CCc2nnc(CCc3ccccc3OC)o2)[C@@H](C)C1=O	105	0	1	99	105	-5	103	9
CC1(C)C=Cc2c(ccc(-c3coc4cc(O)ccc4c3=O)c2O)O1	106	-1	11	102	77	8	103	9
NS(=O)(=O)c1ccc(CCNC(=S)NC2CCCC2)cc1	95	7	-2	94	101	21	97	2
Cc1cc(C)n(C2CCCCC2OC(=O)c2ccccc2)n1 (stereo not drawn)	105	5	2	101	92	6	100	7

3 compounds already listed, sorted by SMILES length, rising:
SMILES	MEP2 TOR yeast	AHR act	procasp3 activ	LAP4-GFP MLPCN	Yeast superoxide	GASC-1 inh	RPL19A TOR yeast	proCasp7 act
CN1CCN(CCC(=O)Nc2ccccc2Cl)CC1	92	2	-2	97	84	23	93	11
COc1ccc(-c2cc(=O)c3cc(OC)ccc3o2)cc1	102	1	8	109	135	1	99	6
CCCOc1ccc(N2C(=O)C3ON(c4ccccc4)C(c4ccc(O)c(OC)c4)C3C2=O)cc1 (stereo not drawn)	110	-1	-6	96	98	8	111	-4

(more compounds)
SMILES	MEP2 TOR yeast	AHR act	procasp3 activ	LAP4-GFP MLPCN	Yeast superoxide	GASC-1 inh	RPL19A TOR yeast	proCasp7 act
COc1ccc(CCNCC(=O)Nc2ccc(C)c(S(=O)(=O)N(C)C)c2)cc1	113	0	-2	128	90	-25	142	-5
CC(=O)c1ccc(S(=O)(=O)NCCC(=O)NC2CCN(Cc3ccccc3)CC2)cc1	106	0	3	92	95	-3	101	-7
O=C(Nc1nnc(SCC(=O)N2CCCCC2)s1)c1ccc(F)cc1F	86	1	3	95	95	-10	96	-1
C[C@@H]1CN([C@@H](C)CO)C(=O)c2cccc(NS(=O)(=O)c3cccs3)c2O[C@H]1CN(C)Cc1ccc(C(F)(F)F)cc1	97	-1	-5	95	112	14	94	5
COC(=O)c1ccc(N2C(=O)CC(N3CCN(c4ccccc4)CC3)C2=O)cc1 (stereo not drawn)	98	-2	-18	100	99	-1	98	-1
Nc1c(S(=O)(=O)c2cccs2)c2nc3ccccc3nc2n1Cc1ccccc1	100	0	44*	100	100	11	94	55*
Oc1ccc(C[C@H]2CNCCN2CC2CCCCC2)cc1	88	-2	3	116	95	-14	89	1
CC(C)(C)C1C/C(=C/c2ccco2)C(=O)/C(=C/c2ccco2)C1 (stereo not drawn)	107	0	-9	120	79	0	99	-8
Cc1ccc(-c2nn(Cc3ccccc3)cc2/C=C/C(=O)O)cc1	107	8	0	98	103	-1	99	1
CCN1C(=O)/C(=C/c2nc3ccccc3c(=O)n2-c2ccccc2)c2ccccc21	?	-1	3	?	104	-1	98	8
COC(=O)C1C(=O)c2c([nH]c(C(=O)OC3CCCC3)c2C)CC1C (stereo not drawn)	?	19	4	?	104	-2	?	-3
COc1ccc(CCNC(=O)COC(=O)c2cc(Cl)nc(Cl)c2)cc1	92	1	-1	93	101	4	95	-6
NC(=O)c1ccccc1OCC(=O)c1ccc(Cl)cc1	195*	0	-7	122	84	2	102	-27
Cc1nn(CCC(=O)NNC(=S)Nc2ccc([N+](=O)[O-])cc2)c(C)c1[N+](=O)[O-]	99	11	-16	95	113	4	105	-20
CCc1cccc2c(C(=O)COC(=O)c3cccc(S(=O)(=O)N(C)C4CCCCC4)c3)c[nH]c12	102	1	13	89	115	1	101	9
N/C(=N\OC(=O)C12CC3CC(CC(C3)C1)C2)c1ccccc1	96	4	-9	102	109	-1	98	4
O=C(c1ccccc1)N1CCCc2ccccc21	98	5	6	101	96	1	91	1
CCC(C)c1c(O)nc(SCC(=O)N2CCCCCC2)[nH]c1=O (stereo not drawn)	108	6	8	86	110	-8	99	6
CC(=O)Nc1cccc(NC(=O)CN2c3cccc4cccc(c34)S2(=O)=O)c1	106	3	4	109	102	8	104	-4
COc1ccc(NC(=O)NNC(=O)COc2ccc(Cl)cc2C)cc1OC	100	-1	-5	72	87	-19	109	1
Cc1cc(C(=O)N/N=C/c2c(C)nn(-c3ccccc3)c2C)n[nH]1	91	1	-7	110	96	15	97	-9
O=C1c2ccccc2C(Nc2ccc3nc(-c4cccnc4)[nH]c3c2)N1Cc1ccco1 (stereo not drawn)	99	0	-9	120	95	-7	101	6
COc1ccc(-n2ccc(=O)c(C(=O)O)n2)c(OC)c1	111	-1	2	102	100	0	99	0
Brc1ccc(/C=N/Nc2nncc(-c3ccccc3)n2)o1	100	-1	0	92	108	-18	95	8
Cc1cccc(-n2c(Cc3cc(=O)[nH]c(=O)[nH]3)nnc2SCC(=O)N2CCCCC2)c1	99	5	-3	99	106	-2	98	-4
O=C(COC(=O)c1ccc(O)cc1)Nc1ccc2c(c1)OCCO2	94	1	8	91	104	15	101	1
